# Screening data (PubChem)
# mIAP inh = blocks mouse intestinal alkaline phosphatase; inhibition, % at 10 µM; purified mouse IAP, CDP-Star luminescence, 30 min; 330,000 compounds, 0.2% hits; AID 2806;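 active = inhibition of at least 40% at 10 µM in the primary screen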;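 note: plate controls were DMSO with enzyme for no effect and no enzyme wells for full effect; values of inactives mirror those of a sister screen read the other way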
# MPTP block = permeability transition pore inhibition. 360,000 compounds, 1.4% hits. isolated mouse mitochondria, Ca2+ swelling absorbance, 30 min. AID 602449. inhibition, % at 10 µM;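 active = inhibition of 50% or more, scaled per plate between neutral and stimulator controls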;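 note: 0% = DMSO wells given calcium and 100% = 1 mM EGTA wells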
# GRIN3A LBD mod = modulators (binders) of human NR3A ligand-binding domain. NR3A LBD differential scanning fluorimetry, Tm shift; 0% = protein alone, 100% = glycine-bound protein. AID 1259313. Tm shift relative to glycine control, % at 25 µM. 340,000 compounds, 2.5% hits;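 active = melting temperature shift of at least 10% of the positive control shift, at one fixed dose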
# mIAP act = mouse IAP activation; muIAP, CDP-Star luminescence, 30 min; active compounds read high; 1 = vehicle-only enzyme signal, 0 = enzyme-free wells; activation factor at 10 µM; 330,000 compounds, 0.24% hits; AID 2805;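 active = activation factor of at least 2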; note: the source names both 10 and 20 µM as test concentration; values of inactives mirror those of a sister screen read the other way
#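 Assay system: mouse IAP enzyme / Compound: DMSO-dissolved test compounds / Timing: 30 min, room temperature / Measured by: luminescence from enzymatic CDP-Star hydrolysis / Control set: DMSO-only wells, enzyme-free buffer wells as negative control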
# APOBEC3G inh = inhibitors of human APOBEC3G DNA deaminase; recombinant A3G, ssDNA deamination FAM/TAMRA fluorescence; AID 493012; Q9HC16; inhibition, % at 20 µM; 330,000 compounds, 0.28% hits;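 active = inhibition of at least 40% at 20 µM, with no more than 30% in the related APOBEC3A deaminase screen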;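 note: plate controls were DMSO wells with A3G for no effect and wells lacking A3G enzyme for full effect; some compounds called inactive have numbers as strong as hits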
# Target sequence (Q9HC16 whole entry, looked up): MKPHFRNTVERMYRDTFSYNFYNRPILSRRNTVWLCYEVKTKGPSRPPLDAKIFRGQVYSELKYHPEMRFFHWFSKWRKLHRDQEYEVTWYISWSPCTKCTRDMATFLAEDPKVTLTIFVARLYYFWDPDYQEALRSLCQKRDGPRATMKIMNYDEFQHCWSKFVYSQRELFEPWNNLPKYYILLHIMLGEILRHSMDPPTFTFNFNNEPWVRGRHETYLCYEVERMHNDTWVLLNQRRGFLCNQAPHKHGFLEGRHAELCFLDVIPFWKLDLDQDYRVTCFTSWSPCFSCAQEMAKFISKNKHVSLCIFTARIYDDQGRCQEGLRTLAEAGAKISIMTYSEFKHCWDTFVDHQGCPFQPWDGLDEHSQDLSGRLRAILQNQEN
# beta cell repl = induces beta-cell replication in MIN6 cells | MIN6 cells proliferation, ATPlite luminescence, 48 h; cells starved in 0.2% serum; 100% = growth in 10% serum | proliferation, % at 10 µM | 330,000 compounds, 0.29% hits | AID 2380;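 active = compounds whose signal lies at least 3.5 SD above the mean of all wells on their plate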;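 note: 0% = DMSO-treated cells in low-serum medium and 100% = 10% serum control; some compounds called inactive have numbers as strong as hits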
# hIAP activ = increases human intestinal alkaline phosphatase activity. P09923. purified human IAP, CDP-Star luminescence, 30 min; active compounds read high; 1 = vehicle-only enzyme, 0 = enzyme-free background. activation factor at 10 µM. 330,000 compounds, 0.16% hits;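 active = activation factor of the enzyme at least 2-fold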; note: the source names both 10 and 20 µM as test concentration; values of inactives mirror those of a sister screen read the other way
# hIAP inh = blocks human intestinal alkaline phosphatase | purified IAP, CDP-Star luminescence, 30 min | inhibition, % at 10 µM | 330,000 compounds, 0.12% hits | AID 2544;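 active = inhibition reaching a set limit with compound at 10 µM in the primary screen, cut at about 35% in these data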;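 note: plate controls were DMSO wells with enzyme for no effect and no-enzyme buffer wells for full effect; values of inactives mirror those of a sister screen read the other way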
# A3A deaminase = inhibitors of human APOBEC3A DNA deaminase. P31941. recombinant A3A, FAM/TAMRA ssDNA deamination fluorescence. inhibition, % at 20 µM. 330,000 compounds, 0.41% hits;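 active = at least 40% inhibition at 20 µM here, with at most 30% in a related deaminase screen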;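 note: plate controls were A3A with DMSO for no effect and wells lacking A3A enzyme for full effect; some results filed as inactive read as strong as hits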
# Target sequence (P31941 whole entry, looked up): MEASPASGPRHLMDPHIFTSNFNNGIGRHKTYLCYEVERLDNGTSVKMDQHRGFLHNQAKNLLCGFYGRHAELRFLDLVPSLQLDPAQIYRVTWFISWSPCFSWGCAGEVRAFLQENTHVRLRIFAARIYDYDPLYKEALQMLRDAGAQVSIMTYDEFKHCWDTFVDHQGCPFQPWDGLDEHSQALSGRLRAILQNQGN
# Starred values were filed as active, the others as inactive; · = no result given.
SMILES,mIAP inh,MPTP block,GRIN3A LBD mod,mIAP act,APOBEC3G inh,beta cell repl,hIAP activ,hIAP inh,A3A deaminase
CN(C)CCOc1ccc(/C(=C(/CCCl)c2ccccc2)c2ccccc2)cc1,-5,106*,-2,1.1,-3,-1,1.2,-22,-3
Cc1cccc(N2CCN(S(=O)(=O)c3cc(-c4cc(C)no4)ccc3C)CC2C)c1 (stereo unspecified),14,0.7,3,0.86,-4,-7,1.1,-11,-2
COc1ccccc1NC(=S)N1CC(C)(C)C1=O,-2,1.2,3,1,-1,-2,1,-3,3
COc1ccccc1C(=O)Nc1ccc(NC(=O)c2ccco2)cn1,7,0.3,4,0.93,-5,0,0.93,7,-1
CCOCc1cn(CC(=O)c2ccc(Cl)cc2)c(C)nc1=N,0,3.3,1,1,-4,-2,0.98,2,-2
CSc1ccccc1C(=O)Nc1ccc2c(c1)CCC2,6,1.4,10*,0.94,-10,-1,0.89,11,-4
CC(=O)Nc1ccc(S(=O)(=O)NC2(C(F)(F)F)NC(=O)N(CC(C)C)C2=O)cc1 (stereo unspecified),8,-0.3,-1,0.92,-9,1,1.1,-7,-4
NC(=O)CC(NC(=O)Cc1ccc(Br)cc1)c1ccc(NCc2ccc(F)c(F)c2)c([N+](=O)[O-])c1 (stereo unspecified),10,-3.2,-2,0.9,-2,-2,0.8,20,3
CN(Cc1ccccc1)S(=O)(=O)c1ccc2c(c1)CCC(=O)N2,-3,2.0,-2,1,-9,5,1.1,-8,-5
O=C(Nc1ccccc1N1CCCCC1)C1CCN(S(=O)(=O)c2ccccc2C(F)(F)F)CC1,3,-2.6,-3,0.97,-2,-7,1,-2,0
Cc1nn(-c2ccccc2)c(N2CCCC2)c1/C=N/NC(=O)C1CC1,-8,7.9,0,1.1,-6,1,1.3,-26,-8
CCOc1ccc(C(=O)Nc2ccc(NC(=O)c3ccco3)c(Cl)c2)cc1Cl,8,-6.6,0,0.92,-6,-4,1.1,-7,-1
COc1ccccc1C(=O)NCCC(=O)N1CCN(c2ccccc2Cl)CC1,1,-0.5,0,0.99,-6,-2,1.1,-13,-1
Cc1cccc(NC(=O)C2CCCN(C(=O)NC3CCCCC3)C2)c1C (stereo unspecified),11,1.6,1,0.89,-9,0,1.2,-18,0
CCOC(=O)N1CCN(CC(O)c2c[nH]c3ccc(OC)cc23)CC1 (stereo unspecified),0,-1.5,-1,1,-4,-4,1.1,-10,-2
COc1ccc(OC)c(C(C)NC(=O)c2ccc(Br)cc2)c1 (stereo unspecified),-7,0.2,1,1.1,2,0,0.93,7,1
CC(c1nc2ccccc2c(=O)[nH]1)N(C)CCOc1ccc(Cl)cc1 (stereo unspecified),3,1.6,-2,0.97,-2,-2,1.2,-21,5
Cc1sc2ncnc(N3CCC(C(=O)NNC(=O)c4ccccc4Cl)CC3)c2c1C,-12,0.2,0,1.1,17,-1,0.93,7,2
Cc1ccc(-c2nnn(CC(=O)N(C)C3CCCCC3)n2)o1,-4,-1.2,-1,1,0,-3,1.1,-5,4
Cc1nc2cc(NC(=O)NCCCO)ccc2o1,6,-0.3,1,0.94,0,-3,0.97,3,5
COC(=O)/C=C1/N/C(=N\c2nc(C)cc(C)n2)N(c2cccc(C)c2)C1=O,-2,-0.4,2,1,-8,4,1.2,-20,0
Cc1ccc(S(=O)(=O)N2CCN(C(=O)CN3CCCCC3)C2)cc1,7,-0.2,2,0.93,-2,-1,0.99,1,-1
COc1ccc(N2CC(C)(C)C2=O)cc1,-4,-0.5,-3,1,-2,0,1,-5,1
COc1ccc(/C=N/NC(=O)C2(O)c3ccccc3-c3ccccc32)cc1,-4,-1.0,1,1,-2,-3,1,-4,2
O=C(CSc1cccc[n+]1[O-])NC(=O)c1ccc(OC(F)F)cc1,-10,0.7,-1,1.1,1,-2,1.1,-10,1
CCOC(=O)c1ccc(N2C(=O)CC(N3CC(C)OC(C)C3)C2=O)cc1 (stereo unspecified),4,-0.7,0,0.96,-5,0,1.2,-24,-3
O=Cc1cn(-c2ccc(F)cc2)c2ccccc12,4,0.1,-11,0.95,-2,1,1,-3,-3
COc1cc(NC(=O)COc2ccc3c(C)cc(=O)oc3c2C)cc(OC)c1OC,5,1.3,14*,0.95,7,-1,0.89,11,0
CS(=O)(=O)N(CC(=O)O)c1ccc(C23CC4CC(CC(C4)C2)C3)cc1,3,1.1,2,0.97,-9,0,1.1,-7,-8
Cc1cccc(C)c1OCC(=O)N1CCc2ccccc2C1,4,-0.9,1,0.96,-8,-4,1,-1,-5
O=C1C2C3C=CC(C3)C2C(=O)N1CCCO (stereo unspecified),2,-1.0,-2,0.98,-2,-1,1,0,1
CN1CCN(NC(=O)c2ccc(S(=O)(=O)N3CCCCCC3)cc2)CC1,15,-0.7,0,0.85,3,-3,1.1,-5,6
COC(=O)COc1cccc(NC(=O)c2ccccc2)c1,-4,-0.5,0,1,-6,-3,1,0,-1
Cc1cccn2cc(-c3ccc(NC(=O)Cc4ccccc4)cc3)nc12,-5,0.1,-6,1,-5,4,1,0,-6
Cc1noc(C)c1CSc1nnc(-c2ccccc2)n1N,5,-11,-1,0.95,3,-3,1,-4,-3
COCc1nnc(NS(=O)(=O)c2ccc(Cl)cc2)s1,-6,-0.5,-1,1.1,-5,-3,1.1,-11,-6
CCCCCCSc1ccc(-c2nc3ccc(Cl)cn3c2NCc2ccccc2)cc1,3,0.2,-1,0.97,-8,-5,1,-4,-7
CCCCN=C(Nc1ccc(Cl)cc1)c1cccnc1,0,1.2,1,1,-9,2,0.97,3,1
CCOC(=O)c1c(C)c(C(=O)NCC2CCCO2)c(C)n1C (stereo unspecified),3,-0.9,0,0.97,-2,0,1.1,-9,1
Cc1cc(C)cc(OCC(=O)OCC(=O)N(CC(C)C)c2c(N)n(Cc3ccccc3)c(=O)[nH]c2=O)c1,0,0.0,-1,1,-11,-2,1.1,-7,4
Nc1ccc(Oc2ccc3c(c2)C(=O)NC3=O)cc1,5,1.2,3,0.95,3,-1,1.3,-26,2
CC(C)(C)C(=O)NC(=S)Nc1ccc(S(=O)(=O)Nc2nccs2)cc1,8,-0.3,1,0.92,5,-1,0.95,5,-1
COC(=O)CNC(=O)c1ccc(OC2CCN(C(=O)C3CC3)CC2)cc1,-1,-0.5,-3,1,-13,-3,1,0,0
N#CCSc1nc2c(c(=O)n1Cc1ccco1)C1(CCCC1)Cc1ccccc1-2,10,0.3,0,0.9,-4,-2,0.97,3,-2
Oc1c(Br)cc(/C=N/Nc2ccc(Cl)nn2)cc1Br,8,-1.1,3,0.92,-5,-4,0.98,2,0
Cc1ccc(-c2csc3ncn(CC(=O)N4CCOCC4)c(=O)c23)cc1,4,7.5,-2,0.96,-3,-2,1,0,2
Cc1ccc2nc3sc(C(=O)N4CCCc5ccccc54)c(N)c3cc2c1,4,7.9,-3,0.96,-14,-6,0.88,12,-6
O=C(Oc1ccccc1Cl)c1ccc(N2CCOCC2)c([N+](=O)[O-])c1,9,9.1,1,0.91,-5,0,0.79,21,-4
COc1ccc(C2C(C#N)=C(N)Nc3onc(C(C)(C)C)c32)c(OC)c1 (stereo unspecified),-4,-0.1,-3,1,-7,1,0.9,10,-3
COc1cc2c3c(c1OC)C1(C=CC(=NO)C=C1)CC3N(C(C)=O)CC2 (stereo unspecified),-12,0.1,0,1.1,-8,0,1.2,-16,-5

# An excerpt of the results above:
SMILES,mIAP inh,MPTP block,GRIN3A LBD mod,mIAP act,APOBEC3G inh,beta cell repl,hIAP activ,hIAP inh,A3A deaminase
COc1ccc(N2CC(C)(C)C2=O)cc1,-4,-0.5,-3,1,-2,0,1,-5,1
COc1ccc(/C=N/NC(=O)C2(O)c3ccccc3-c3ccccc32)cc1,-4,-1.0,1,1,-2,-3,1,-4,2
O=C(CSc1cccc[n+]1[O-])NC(=O)c1ccc(OC(F)F)cc1,-10,0.7,-1,1.1,1,-2,1.1,-10,1
CCOC(=O)c1ccc(N2C(=O)CC(N3CC(C)OC(C)C3)C2=O)cc1 (stereo unspecified),4,-0.7,0,0.96,-5,0,1.2,-24,-3

# (list continues)
SMILES,mIAP inh,MPTP block,GRIN3A LBD mod,mIAP act,APOBEC3G inh,beta cell repl,hIAP activ,hIAP inh,A3A deaminase
Cc1cc(C)nc(Nc2ccc(Br)cc2C(=O)O)n1,4,-0.5,-13,0.96,-7,2,0.89,11,-6
O=C(CCC(=O)Nc1ccccc1Cl)NNC(=S)Nc1ccccc1C(F)(F)F,12,-0.3,3,0.88,-2,-1,1.9,-89,-3
Cc1nn(CCCC(=O)O)c(C)c1[N+](=O)[O-],-3,0.8,0,1,8,-2,0.95,5,4
CC1(C)CC(=O)C2=C(C1)NCN(Cc1ccccc1)C2,13,0.5,-1,0.87,1,-2,0.94,6,1
O=C(NCCc1ccccc1)c1cc(-c2ccccc2)c(N2CCOCC2)s1,-181,0.1,-1,2.8*,-4,-7,1.2,-16,-6
CSc1ccc(/C=C(/NC(=O)c2ccccc2)C(=O)NCCCn2ccnc2)cc1,5,1.6,-2,0.95,-4,6,0.98,2,-1
O=S(=O)(c1ccc(Cl)cc1)N1CCC2(CC1)OCCN2S(=O)(=O)c1cccs1,7,-1.3,1,0.93,-4,0,1,-3,-1
CCOc1ccc(NC(=O)CN(C)C(=O)CCNC(=O)c2ccco2)cc1OCC,8,-0.4,-1,0.92,-1,0,1,-4,0
O=C(Nc1ccccc1N1CCCCC1)c1cccc([N+](=O)[O-])c1,-5,5.1,1,1,2,-4,1,-4,0
O=C(NCc1cccnc1)C(=O)Nc1ccc([N+](=O)[O-])cc1,-3,0.6,0,1,-7,-1,0.94,6,-2
COc1ccc(/C=N\NC(=O)c2ccc(F)cc2)cc1COc1cc(F)ccc1[N+](=O)[O-],10,-0.9,-4,0.9,-1,-6,1.4,-45,2
COc1cccc(NC(=O)c2ccccc2NS(C)(=O)=O)c1,-4,3.4,0,1,-4,2,1,-3,0
CCCCCCNC(=O)N[C@H](C(=O)NCCC[C@H]1CN2C(=NC[C@H]2C)N1CCC(c1ccccc1)c1ccccc1)C(C)O (stereo partly specified),-25,·,·,1.3,78*,-7,1,-2,4
COc1ccc(CNC(=O)[C@H](C)NC(=O)C2CCN(C(=O)[C@@H](N)CCSC)CC2)cc1,3,-1.3,0,0.97,-9,2,0.94,6,-4
C/C=C\C(=O)Nc1cccc(C2=NOC3(C2)C[C@H](C(N)=O)N(C(=O)Cc2ccc([N+](=O)[O-])cc2)C3)c1 (stereo partly specified),9,-2.9,1,0.91,6,2,0.97,2,3
O=C(CCn1nc(-c2ccccc2)c2ccccc2c1=O)N1CCN(c2ccccc2)CC1,6,0.6,0,0.94,-4,-3,1,-1,-1
c1ccc(-c2nc(NCC3CCCO3)c3ccccc3n2)nc1 (stereo unspecified),11,0.3,0,0.89,-4,-1,1.7,-68,-2
COc1cc(-c2[nH]nc3c2C(c2ccco2)C(C#N)=C(N)O3)cc(OC)c1OC (stereo unspecified),6,-0.4,-2,0.94,0,-2,1.1,-10,0
O=C(CSCc1cccc(Cl)c1)N1CCN(Cc2ccc3c(c2)OCO3)CC1,-6,-6.4,-2,1.1,-10,0,1,-2,-6
O=C(NC1CCCCC1)C(c1cccnc1)N(CCc1ccccc1)C(=O)Cc1cccs1 (stereo unspecified),-19,1.5,-4,1.2,-3,1,1.1,-14,-2
